GalR3 antag – human GalR3 antagonism; O60755; 360,000 compounds, 0.44% hits; HEK293 GalR3-CNG cAMP membrane potential fluorescence; galR3 body fused to GalR1 C-terminus; inhibition, % at 3 µM;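 active = inhibition above the screen-wide average plus 3 SD, cut at about 13% in these data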;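 also: forskolin and galanin both at EC90 stimulate the cells; cAMP rise reported by CNG channel membrane potential dye signal; 0% = forskolin plus galanin with DMSO and 100% = forskolin alone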
GPR7 antagonist – human neuropeptides B/W receptor 1 antagonism; inhibition, % at 4.4 µM; GPR7-expressing cells, fluorescence antagonist assay; AID 1861; 290,000 compounds, 1.1% hits; in the data active = inhibition above about 16%, passing the limit was not always enough;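 also: cells stimulated with the agonist NPW; 0% = agonist with vehicle and 100% = vehicle without agonist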
Target sequence (P48145 whole entry, looked up): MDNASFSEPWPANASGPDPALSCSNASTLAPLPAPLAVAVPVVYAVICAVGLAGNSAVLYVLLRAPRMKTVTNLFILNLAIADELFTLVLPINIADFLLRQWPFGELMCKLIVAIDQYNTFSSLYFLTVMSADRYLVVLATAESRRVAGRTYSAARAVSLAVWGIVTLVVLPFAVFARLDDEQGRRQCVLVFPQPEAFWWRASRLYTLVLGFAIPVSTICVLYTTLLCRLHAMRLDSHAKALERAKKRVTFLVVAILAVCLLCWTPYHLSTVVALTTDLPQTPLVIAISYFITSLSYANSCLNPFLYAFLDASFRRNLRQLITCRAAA
IMP-1 inhibitor – inhibitors of Pseudomonas aeruginosa IMP-1 metallo-beta-lactamase; 290,000 compounds, 0.45% hits; inhibition, % at 5.6 µM; purified IMP-1, nitrocefin hydrolysis, epi-absorbance fluorescence;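 active = inhibition above the mean plus 3 SD of all compounds in the same screening run, cut at about 4.5% in these data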;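 also: 0% = IMP-1 with DMSO and 100% = DMSO wells lacking enzyme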
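Assay system: purified IMP-1; Quantity: IMP-1 0.2 nM before substrate addition; Medium: HEPES buffer pH 7.1 with ZnSO4 and Brij 35; Incubation: 15 min enzyme–compound preincubation, then 25 min nitrocefin reaction, 25 °C; Signal: fluorescence quenching readout, ex 480/em 530 nm; Controls: DMSO with and without IMP-1; Repeats: singlicate testing.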
VIM-2 inhibitor – inhibitors of Pseudomonas aeruginosa VIM-2 metallo-beta-lactamase; purified VIM-2, nitrocefin hydrolysis, epi-absorbance fluorescence; inhibition, % at 5.6 µM; 290,000 compounds, 0.89% hits;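 active = inhibition above the mean of all tested compounds plus 3 SD, cutoff set per screening run, cut at about 7.5% in these data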;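 also: red hydrolysis product quenches plate fluorescence so inhibitors raise well fluorescence; 0% = enzyme with DMSO and 100% = DMSO without enzyme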
PHOSPHO1 inh – PHOSPHO1 (human) inhibition. Q8TCT1. recombinant PHOSPHO1, absorbance phosphatase assay. inhibition, % at 13.3 µM. 290,000 compounds, 1.1% hits. AID 1565; in the data active = inhibition above about 60%
Target sequence (Q8TCT1 whole entry, looked up): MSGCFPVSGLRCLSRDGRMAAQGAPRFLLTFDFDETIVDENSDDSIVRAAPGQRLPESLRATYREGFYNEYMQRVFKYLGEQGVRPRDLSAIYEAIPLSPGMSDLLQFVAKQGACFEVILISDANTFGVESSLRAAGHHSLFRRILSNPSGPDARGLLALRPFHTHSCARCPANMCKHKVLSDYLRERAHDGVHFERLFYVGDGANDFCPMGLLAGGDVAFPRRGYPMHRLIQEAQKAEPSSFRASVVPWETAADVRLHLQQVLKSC
HCV NS3 hel inh – inhibitors of Hepatitis C virus NS3 helicase | NS3 helicase DNA unwinding, Cy5 molecular beacon fluorescence | inhibition, % at 10.9 µM | 290,000 compounds, 0.56% hits;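 active = inhibition above the mean of all tested compounds plus 3 SD, set per campaign, cut at about 35% in these data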;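 also: 0% = DMSO wells and 100% = thioflavine S control wells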
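Control set: DMSO versus 110 µM thioflavine S; Material: NS3 helicase fragment of HCV; Measured by: Cy5 fluorescence at 0 and 60 min, beacon hairpin quenching; Read-out basis: percent inhibition from t60/t0 fluorescence ratio; Times: reaction time 60 min, 25 °C; Repeats: single replicate; Compound dosing: single dose, 10.9 µM nominal final, DMSO 0.8% final.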
FID counter – fluorescent intercalator displacement, NS3 helicase counter-screen. AID 1845. inhibition, % at 7.9 µM. DNA fluorescent intercalator displacement, fluorescence. 290,000 compounds, 0.17% hits; in the data active = inhibition above about 37%;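 also: 0% = vehicle and 100% = reference compound; higher means more ethidium bromide displaced from hairpin DNA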
V1R ag counter – V1a receptor agonism, counter-screen for OXTR agonists; CHO-V1R cells, Fluo-8 calcium fluorescence, agonist mode; 0% DMSO, 100% 3 nM vasopressin; activation, % at 3 µM; 320,000 compounds, 0.25% hits; AID 2797;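 active = activation above the mean activation of all tested compounds plus 3 SD, per screening run, cut at about 20% in these data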;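 also: signal is peak over basal fluorescence ratio across a 100 second FLIPR read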
OXTR agonist – activates the human oxytocin receptor; P30559; CHO-OTR cells, Fluo-8 calcium fluorescence; normalized: DMSO 0%, oxytocin 100%; activation, % at 3 µM; 320,000 compounds, 0.32% hits;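 active = activation above the mean of all tested compounds plus 3 SD, cutoff set per screening run, cut at about 20% in these data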;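 also: peak over basal fluorescence ratio from a 100 s FLIPR kinetic read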
Target sequence (P30559 whole entry, looked up): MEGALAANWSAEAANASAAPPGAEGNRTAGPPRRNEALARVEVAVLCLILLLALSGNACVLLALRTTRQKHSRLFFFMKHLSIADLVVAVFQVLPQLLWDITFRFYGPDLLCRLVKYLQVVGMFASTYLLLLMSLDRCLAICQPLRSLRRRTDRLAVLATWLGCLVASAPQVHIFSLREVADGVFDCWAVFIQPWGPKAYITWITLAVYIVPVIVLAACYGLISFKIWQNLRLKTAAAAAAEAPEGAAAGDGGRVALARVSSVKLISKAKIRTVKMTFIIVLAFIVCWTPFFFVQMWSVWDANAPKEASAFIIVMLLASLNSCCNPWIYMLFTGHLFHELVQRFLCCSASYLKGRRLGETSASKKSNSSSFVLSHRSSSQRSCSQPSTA
* = called active by the depositor; & = joins results of further samples.

COc1ccc2oc(C(=O)NCC3CCCO3)c(C)c2c1 (stereo unspecified) was read as GalR3 antag -1.7, GPR7 antagonist -18.5, IMP-1 inhibitor -2.1, VIM-2 inhibitor -1.7, PHOSPHO1 inh 28.7, HCV NS3 hel inh 7.2, FID counter -18.9, V1R ag counter -0.3 and OXTR agonist 0.6.
CCOc1ccc(NC(=O)CCS(=O)(=O)c2ccc(C)cc2)cc1 was read as GalR3 antag -5.5, GPR7 antagonist -15.3, IMP-1 inhibitor -1.5, VIM-2 inhibitor -1.6, PHOSPHO1 inh 32.7, HCV NS3 hel inh -0.8, FID counter -20.0, V1R ag counter -1.2 and OXTR agonist -1.3.
Screening CCN(C(=O)CN1CCN(c2ccccc2)CC1)c1c(N)n(Cc2ccccc2)c(=O)[nH]c1=O returned GalR3 antag -0.7, GPR7 antagonist -3.4, IMP-1 inhibitor -4.5, VIM-2 inhibitor -4.1, PHOSPHO1 inh -3.3, HCV NS3 hel inh 4.4, FID counter -1.3, V1R ag counter -0.4 and OXTR agonist -0.9.
`CC1(c2ccccc2)CC(C)(C)N2C(=O)C(=O)c3cccc1c32` (stereo unspecified) gave GalR3 antag -5.5, GPR7 antagonist -5.6, IMP-1 inhibitor -2.3, VIM-2 inhibitor -3.7, PHOSPHO1 inh 16.8, HCV NS3 hel inh 16.3, FID counter -19.2, V1R ag counter -1.1 and OXTR agonist -2.4.
Screening CCOC(=O)N1CCN(C(=O)c2cn(CC)c3ccc(S(=O)(=O)N4CCC(C)CC4)cc3c2=O)CC1 returned GalR3 antag -7.0, GPR7 antagonist -3.6, IMP-1 inhibitor -2.5, VIM-2 inhibitor -2.0, PHOSPHO1 inh 8.6, HCV NS3 hel inh -7.3, FID counter -36.9, V1R ag counter 0.2 and OXTR agonist -1.5.
`CCCN(CCC)S(=O)(=O)c1ccc(C(=O)OCCN2C(=O)c3cccc4c(N5CCOCC5)ccc(c34)C2=O)cc1` gave GPR7 antagonist -2.0, IMP-1 inhibitor -1.7, VIM-2 inhibitor -0.1, PHOSPHO1 inh -13.0, HCV NS3 hel inh -4.0, FID counter -1.8, V1R ag counter 0.8 and OXTR agonist 0.6.
`CC(C)(C)c1ccc(C(=O)NNC(=O)C(=O)N2CCCCC2)cc1` gave GalR3 antag -5.5, GPR7 antagonist -6.8, IMP-1 inhibitor -1.0, VIM-2 inhibitor -0.3, PHOSPHO1 inh 17.9, HCV NS3 hel inh -4.2, FID counter -12.2, V1R ag counter 0.8 and OXTR agonist -0.1.
Screening COc1cc2c(cc1OC)C[N+](C)(C)CC2 returned GalR3 antag -7.0, GPR7 antagonist 17.8, IMP-1 inhibitor -0.1, VIM-2 inhibitor -1.8, PHOSPHO1 inh -44.1, HCV NS3 hel inh 28.2, FID counter -1.3, V1R ag counter 0.8 and OXTR agonist 0.3.
Screening CCn1cc(S(=O)(=O)c2ccc(OC)cc2)c(=O)c2cc(F)c(N3CCN(C)CC3)cc21 returned GalR3 antag 3.3, GPR7 antagonist -9.0, IMP-1 inhibitor -1.8, VIM-2 inhibitor 4.3, PHOSPHO1 inh 22.4, HCV NS3 hel inh -0.4, FID counter 4.8, V1R ag counter 0.9 and OXTR agonist -0.1.
`NNC(=O)c1ccc(OCC2CC(c3ccc(Cl)cc3)=NO2)cc1` (stereo unspecified) gave GalR3 antag -0.1, GPR7 antagonist -3.5, IMP-1 inhibitor -0.9, VIM-2 inhibitor -3.4, PHOSPHO1 inh 46.4, HCV NS3 hel inh 22.3, FID counter -14.9, V1R ag counter -1.4 and OXTR agonist 0.6.
`O=C(NCc1cccnc1)c1ccc(N2CCOCC2)c([N+](=O)[O-])c1` gave GalR3 antag 11.0, GPR7 antagonist 7.1, IMP-1 inhibitor -1.9, VIM-2 inhibitor 0.5, PHOSPHO1 inh 11.9, HCV NS3 hel inh 1.0, FID counter -2.0, V1R ag counter 3.5 and OXTR agonist 1.5.
`CCOc1cc(-c2cc(-c3ccc(NC(C)=O)cc3)nc(N)c2C#N)ccc1O` gave GalR3 antag -7.2, GPR7 antagonist -12.1, IMP-1 inhibitor -2.3, VIM-2 inhibitor 7.5, PHOSPHO1 inh 35.6, HCV NS3 hel inh -2.8, FID counter -12.4, V1R ag counter 0.4 and OXTR agonist 1.6.
Screening N#Cc1cccc(C#N)c1Oc1ccc(S(=O)(=O)Nc2ccc(Cl)cc2)cc1 returned GalR3 antag 3.9, GPR7 antagonist 15.4, IMP-1 inhibitor -0.6, VIM-2 inhibitor -1.0, PHOSPHO1 inh 37.4, HCV NS3 hel inh -26.5, FID counter -2.7, V1R ag counter 9.8 and OXTR agonist 17.8.
CCOC(=O)c1nn(-c2ccccc2C)c(=O)c(C#N)c1C was read as GalR3 antag 3.5, GPR7 antagonist 29.3*, IMP-1 inhibitor -2.0, VIM-2 inhibitor -2.0, PHOSPHO1 inh -9.2, HCV NS3 hel inh 3.1, FID counter -1.8, V1R ag counter 1.2 and OXTR agonist -0.2.
Screening Cc1cccc(-n2ncc3c2CCCC3NC(=O)C2=CC(=O)CC(C)(C)O2)c1C (stereo unspecified) returned GalR3 antag -2.2, GPR7 antagonist -12.7, IMP-1 inhibitor -1.9, VIM-2 inhibitor -1.5, PHOSPHO1 inh 11.1, HCV NS3 hel inh -14.4, FID counter -27.9, V1R ag counter 3.5 and OXTR agonist 2.0.
Cn1nccc1NC(=O)NC(=O)c1c(Cl)cccc1Cl was read as GalR3 antag -4.4, GPR7 antagonist -4.6, IMP-1 inhibitor -3.4, VIM-2 inhibitor -3.5, PHOSPHO1 inh 27.4, HCV NS3 hel inh 1.8, FID counter -4.4, V1R ag counter 0.2 and OXTR agonist 0.4.
`CCOC(=O)CNC(=O)c1nn(-c2cccc(OC)c2)c(=O)c2ccccc12` gave GalR3 antag -0.2, GPR7 antagonist -10.2, IMP-1 inhibitor 0.2, VIM-2 inhibitor 1.1, PHOSPHO1 inh 15.7, HCV NS3 hel inh -1.0, FID counter -10.7, V1R ag counter 0.2 and OXTR agonist -1.7.
Screening N#CC(C#N)=c1ccc2c(c1)NC1(CCCCC1)N=2 returned GalR3 antag -1.0, GPR7 antagonist -13.6, IMP-1 inhibitor -5.0, VIM-2 inhibitor -2.3, PHOSPHO1 inh 8.5, HCV NS3 hel inh 20.7, FID counter 6.1, V1R ag counter 0.9 and OXTR agonist 2.9.
For COc1cc(/C=N/Nc2ccc(S(N)(=O)=O)cc2[N+](=O)[O-])cc(OC)c1O the results were GalR3 antag -1.0, GPR7 antagonist -14.1, IMP-1 inhibitor -3.1, VIM-2 inhibitor -0.9, PHOSPHO1 inh 16.0, HCV NS3 hel inh 0.0, FID counter 3.9, V1R ag counter -0.7 and OXTR agonist 0.8.
Cn1ccnc1C(=O)c1cc(=O)c2ccccc2o1 was read as GalR3 antag -1.7, GPR7 antagonist -12.8, IMP-1 inhibitor 0.6, VIM-2 inhibitor -3.4, PHOSPHO1 inh -4.1, HCV NS3 hel inh -4.1, FID counter -1.4, V1R ag counter 0.4 and OXTR agonist -0.1.
Screening CCCCc1cc(=O)oc2cc(OCC(=O)N3CCC(C(=O)O)(c4ccccc4)CC3)ccc12 returned GalR3 antag -6.6, GPR7 antagonist -5.6, IMP-1 inhibitor -2.9, VIM-2 inhibitor -4.4, PHOSPHO1 inh 33.8, HCV NS3 hel inh 3.0, FID counter -25.8, V1R ag counter 1.1 and OXTR agonist 1.0.
`O=C(CSc1nc2ccccc2c(=O)n1-c1ccccc1)NC(=O)CN1CCCC1=O` gave GalR3 antag -1.0, GPR7 antagonist -3.4, IMP-1 inhibitor -3.5, VIM-2 inhibitor 1.0, PHOSPHO1 inh -85.7, HCV NS3 hel inh -2.6, FID counter -12.3, V1R ag counter 0.3 and OXTR agonist -0.9.
`Cc1cccc(N2CCN(C(=O)c3cc4n(n3)C(C(F)(F)F)CC(c3ccco3)N4)CC2)c1C` (stereo unspecified) gave GalR3 antag -0.4, GPR7 antagonist -10.4, IMP-1 inhibitor -2.8, VIM-2 inhibitor -3.8, PHOSPHO1 inh 0.1, HCV NS3 hel inh -1.2, FID counter -21.4, V1R ag counter 0.5 and OXTR agonist 2.2.
CCc1ccc(CN2CCC(C(=O)Nc3cccc(-c4nnc(C)s4)c3)CC2)o1 was read as GPR7 antagonist 2.1, IMP-1 inhibitor -1.4, VIM-2 inhibitor 0.5, PHOSPHO1 inh -1.4, HCV NS3 hel inh -36.3, FID counter 9.3, V1R ag counter -0.4 and OXTR agonist 0.0.
`CN1[C@@H](CC(=O)c2ccccc2)CCC[C@H]1C[C@H](O)c1ccccc1` gave GalR3 antag -2.5, GPR7 antagonist 3.2&-7.2, IMP-1 inhibitor -2.8&-1.5, VIM-2 inhibitor -3.0&-0.8, PHOSPHO1 inh -1.4&35.7, HCV NS3 hel inh -9.4&-22.1, FID counter 3.8&3.0, V1R ag counter 0.6 and OXTR agonist 0.7.
Oc1cccc(C=NCc2ccccc2)c1 was read as GalR3 antag -0.8, GPR7 antagonist -10.0, IMP-1 inhibitor -2.0, VIM-2 inhibitor -3.4, PHOSPHO1 inh 11.5, HCV NS3 hel inh 2.9, FID counter -0.6, V1R ag counter 0.1 and OXTR agonist 0.9.
For CN1C(=O)CC(C(=O)Nc2ccc(F)cc2)SC1=Nc1ccc2c(c1)OCO2 (stereo unspecified) the results were GalR3 antag -8.2, GPR7 antagonist -7.9, IMP-1 inhibitor -3.2, VIM-2 inhibitor -0.6, PHOSPHO1 inh 10.4, HCV NS3 hel inh -10.8, FID counter -5.2, V1R ag counter 0.2 and OXTR agonist 1.5.
Cc1nnc(N/N=C/c2cc([N+](=O)[O-])c(N3CCC(C)CC3)cc2N2CCC(C)CC2)n1N was read as GalR3 antag -4.5, GPR7 antagonist 7.2, IMP-1 inhibitor -0.8, VIM-2 inhibitor -1.9, PHOSPHO1 inh -56.9, HCV NS3 hel inh 1.6, FID counter 4.7, V1R ag counter -1.8 and OXTR agonist -2.8.
`CC(C)OC(=O)c1c(NC(=O)C2CC=CCC2C(=O)O)sc2c1CCCCC2` (stereo unspecified) gave GalR3 antag -2.4, GPR7 antagonist -9.2, IMP-1 inhibitor 1.9, VIM-2 inhibitor -1.3, HCV NS3 hel inh -8.4, FID counter -32.5, V1R ag counter -0.6 and OXTR agonist -0.2.
O=C1NC2(CCCCC2)C(=O)N1CCS(=O)(=O)Oc1ccc(Br)cc1 was read as GalR3 antag 2.5, GPR7 antagonist -12.4, IMP-1 inhibitor -3.2, VIM-2 inhibitor -2.9, PHOSPHO1 inh 48.0, HCV NS3 hel inh 9.2, FID counter -13.7, V1R ag counter 0.5 and OXTR agonist -2.9.
Screening C=CCNC(=O)C(=O)NCC(c1ccc2c(c1)OCO2)N1CCN(c2ccc(F)cc2)CC1 (stereo unspecified) returned GalR3 antag -0.1, GPR7 antagonist -5.3, IMP-1 inhibitor -3.5, VIM-2 inhibitor -0.4, PHOSPHO1 inh 30.2, HCV NS3 hel inh -12.2, FID counter -30.4, V1R ag counter 0.4 and OXTR agonist 0.5.
